p53 reactivator – mutant p53 re-activation in reporter cells; H1299 p53-A138V BP100-luciferase reporter, luminescence, 24 h; Potency, µM (titrated, usually from 92.2 µM), inactives show at the highest dose activity change, positive = activation, actives largely listed as activators; actives 0.063% (n = 320,000); further: % of control where 0% means no effect; nearly all actives have a fitted effect of over 45% in size
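H1299 (p53-null), stable ts p53-A138V + BP100-Luc; 1000 cells/well, Opti-MEM/10% FBS; cpd 4 pt, 1:5; 24 h, 37 deg C, 5% CO2; detection reagent 10 min RT; luminescence.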
uPA surface inh – blocks generation of uPA at the cell surface; cell surface uPA generation assay, qHTS; Potency, µM (top dose mostly 38.3 µM), for inactives: at the top dose activity change, negative = inhibition, hits mostly inhibitors; actives 0.31% (n = 330,000); AID 540303; active means well fitted inhibition curve with a large enough effect; inconclusive means small, poorly fitted or top-dose-only effect; inactive means no such curve, though single readings can be large or run the other way; tested in mouse RAW 264.7 cells; further: on the % scale 0 is the no-effect control and ±100 the full control effect; nearly all actives have a fitted effect of over 55% in size
BRCA1 expr up – BRCA1 expression activation; Potency, µM (doses to about 46.1 µM), for the others: at the top dose activation, most hits filed as activators; actives 1.1% (n = 380,000); MCF7-BRCA1-FFLuc reporter, luminescence, 48 h; response scale: scaled: vehicle 0%, 10 µM genistein 100%; further: nearly all actives have a fitted effect of over 80% in size; some results filed as inactive show a strong effect at the top dose
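First, MCF7-BRCA1-FFLuc cells (2000/well) attach for 2 h; next, compounds are pin-added and incubated 48 h at 37 °C; finally, luciferase reagent is added and luminescence read after 15 min.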
ELG1 genotoxic – genotoxicity induction in ELG1-luciferase HEK293T cells | HEK293T ELG1-luciferase reporter, luminescence, 16 h | Potency, µM (highest dose often 46 µM), without a hit: at the top dose activity change, positive = activation, usual class: activators | actives 1.3% (n = 330,000) | AID 504466; further: % of control where 0% means no effect; nearly all actives have a fitted effect of over 60% in size
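After overnight (16 hr) compound treatment at 37 °C, ELG1-luciferase HEK293T cells were lysed with ONE-Glo; luminescence quantified 30 min later at room temperature.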
* hit, by the source's call; ? = inconclusive; [ ] = dose if it differs, or a comment. Unless noted, the call rests on the fitted dose curve; in most records, active means well fitted activation curve with a large enough effect; inconclusive means small, poorly fitted or top-dose-only effect; inactive means no such curve, though single readings can be large or run the other way. Potency means the concentration at half of the fitted maximal effect. Only part of the results is shown; rates above refer to the full screens.

Every second line gives: p53 reactivator	uPA surface inh	BRCA1 expr up	ELG1 genotoxic
> COc1ccc2[nH]c3c(c2c1)CCN1C(=O)C(CC(=O)NCC24CC5CC(CC(C5)C2)C4)C[C@H](C(=O)N2CCOCC2)[C@@]31C (some centres not stated)
→ -3%	?	-26%	1%
> Cc1ccccc1-c1nnn(CC(=O)NC(=O)NC2CCCC2)n1
→ 0%	4%	-45%	1%
> Cc1cc(OCC(=O)OCC(=O)Nc2cc(S(=O)(=O)N3CCOCC3)ccc2Cl)ccc1Cl
→ -3%	2%	3%	1%
> O=C(CNC(=O)c1ccc(N2CCCC2=O)cc1)Nc1ccc(F)c(F)c1F
→ -2%	0%	-1%	5%
> Cc1noc(C)c1CSCC(=O)OCc1nnc(-c2ccc([N+](=O)[O-])cc2)o1
→ 1%	-3%	-20%	0%
> C=CCn1c(SCC(=O)Nc2cc(C)on2)nnc1-c1ccccc1F
→ -3%	2%	-3%	2%
> CC(C)(C)OC(=O)C[C@H]1C/C=C\C[C@@H](CC(=O)N[C@H](CO)Cc2ccccc2)C(=O)NCCOC1=O
→ -1%	-8%	-13%	0%
> O=C(CCNS(=O)(=O)c1ccccc1)NNC(=O)COc1ccccc1F
→ -2%	-4%	2%	-1%
> C[C@H](NS(=O)(=O)c1ccc(Cl)cc1)C(=O)OCC(=O)N1CCOCC1
→ 7%	7%	5%	0%
> O=C1CN(C(=O)COC(=O)CCc2ccccc2)c2ccccc2N1
→ -5%	2%	-1%	2%
> CC(=O)Nc1ccc(S(=O)(=O)NCC(=O)OCC(=O)NCc2ccc3c(c2)OCO3)cc1
→ -6%	-5%	3%	-1%
> CCCCN(C(=O)CN(C)CC(=O)Nc1cccc(OC)c1)c1c(N)n(CCCC)c(=O)[nH]c1=O
→ -4%	10%	-1%	1%
> CC(C)NC(=O)Nc1ccc2c(c1)C(=O)N([C@H](C)CO)C[C@H](C)[C@@H](CN(C)S(=O)(=O)c1ccccc1)O2
→ -2%	16%	6%	6%
> O=C(Nc1ccc(Cl)c(S(=O)(=O)N2CCOCC2)c1)C1CCCC1
→ 0%	?	-34%	-2%
> COc1cc2c(cc1OC)[C@@H](NC(=O)COc1ccccc1)[C@H](OCc1ccccc1)C2
→ -3%	14%	-17%	-2%
> O=C(N[C@H]1C/C=C\C[C@@H](CC(=O)N(CCO)Cc2ccccc2)C(=O)N[C@H](Cc2c[nH]c3ccccc23)COC1=O)OCC1c2ccccc2-c2ccccc21
→ -1%	?	0%	-5%
> COc1ccc(CN2C[C@]3(CO)O[C@@H](CO)C[C@@H]3S2(=O)=O)cc1
→ -2%	5%	4%	3%
> O=C(COC(=O)c1cc(S(=O)(=O)N2CCOCC2)ccc1Cl)NCc1ccccc1
→ -14%	7%	4%	2%
> NC(=O)CC[C@H](NC(=O)c1ccc(Cl)cc1)C(=O)NNC(=O)COc1cccc(Br)c1
→ -13%	-2%	-17%	4%
> NC1(C#Cc2ccc3oc(=O)c(-n4cc(C5(O)CCCCC5)nn4)cc3c2)CCCCC1
→ -3%	2%	0%	4%
> COc1cc(OC)c(C(=O)OC(C)C(=O)NCc2ccc3c(c2)OCO3)cc1OC (configuration not stated)
→ 9%	-5%	-15%	-3%
> COC(=O)[C@]1(C)N[C@H](CN(C)S(=O)(=O)c2ccc(OC(F)(F)F)cc2)[C@@H]2C(=O)N(Cc3ccccc3)C(=O)[C@@H]21
→ 3%	16%	3%	-2%
> CC(=O)N/C(=C\c1ccccc1)C(=O)OCC(=O)c1c(N)n(C)c(=O)n(C)c1=O
→ -1%	2%	-6%	0%
> O=C(Cc1cccc([N+](=O)[O-])c1)Nc1ccc(C(=O)N2CCCCC2)cc1
→ -3%	13%	1%	1%
> CC(C)C(NC(=O)c1c(F)cccc1F)C(=O)NNC(=O)c1ccccc1 (configuration not stated)
→ -1%	14%	-3%	3%
> O=C(COC(=O)c1cc(=O)c2ccccc2o1)Nc1ccccc1F
→ 2%	0%	-11%	1%
> CC(=O)C[C@@H](O)CC(=O)[C@@H]1OC(=O)CCCCCCCc2ccccc21
→ -3%	11%	43%	1%
> Cn1c(N)c(C(=O)COC(=O)CNC(=O)c2ccccc2F)c(=O)n(C)c1=O
→ -3%	2%	22%	2%
> CN(C)S(=O)(=O)c1cccc(C(=O)Nc2ccc(C(=O)Nc3cccc(S(N)(=O)=O)c3)cc2)c1
→ 1%	5%	-5%	-1%
> CC(=O)Nc1cccc(NS(=O)(=O)c2c(C)noc2C)c1
→ 2%	8%	-11%	1%

New compounds follow
Every second line gives: p53 reactivator	uPA surface inh	BRCA1 expr up	ELG1 genotoxic
> CC(C)C(NC(=O)c1ccc(F)cc1)C(=O)N1CCN(c2ccccn2)CC1 (configuration not stated)
→ -10%	-9%	-1%	-3%
> C=CC[C@@H](Cc1ccc(F)cc1)C(=O)OC[C@H]1CCCN1C(=O)[C@@H](CC=C)CC(=O)N[C@@H](CO)Cc1ccccc1
→ 9%	?	-41%	-7%
> COC(=O)[C@]1(C)N[C@H](CN(C)C(=O)Nc2ccccc2)[C@@H]2C(=O)N(Cc3ccccc3)C(=O)[C@@H]21
→ 5%	9%	9%	1%
> COc1ccc(CNC(=O)C[C@H]2C[C@H](C(=O)N3CCCCC3)[C@@]3(CCc4ccccc4)c4[nH]c5cc(-c6ccco6)ccc5c4CCN3C2=O)cc1OC
→ -1%	-23%	-22%	-2%
> Cc1cccc(N2CCN(C(=O)c3cccc(S(=O)(=O)N4CCCCC4)c3)CC2)c1C
→ 0%	4%	-78%	-4%
> COc1ccc(-c2oc(=O)c3cc(OC)c(OC)cc3c2/C=C/c2ccc([N+](=O)[O-])cc2)cc1
→ 2%	5%	-4%	0%
> O=[N+]([O-])c1cccc(S(=O)(=O)/N=C(/Nc2ccccc2)c2ccccc2)c1
→ -3%	-7%	-7%	0%
> CCS(=O)c1ccccc1C(=O)OCC(=O)Nc1ccc2ccccc2c1 (configuration not stated)
→ 10%	6%	4%	1%
> O=C(COC(=O)c1cc2ccccc2cc1O)Nc1ccccc1F
→ 4%	-14%	-18%	4%
> O=C(O)c1ccccc1NS(=O)(=O)c1ccc(NN=Cc2ccccc2F)c([N+](=O)[O-])c1
→ -3%	8%	-2%	4%
> C[C@@H]1CN([C@@H](C)CO)C(=O)Cc2cc(NS(=O)(=O)c3ccccc3)ccc2O[C@H]1CN(C)Cc1ccncc1
→ -4%	2%	-7%	1%
> CN(c1ccccc1)S(=O)(=O)c1cccc(NC(=O)C2=NNC(=O)CC2)c1
→ 11%	-4%	-33%	-4%
> COCCNC(=O)c1cccc2c1C(=O)c1ccc(N3CCOCC3)cc1S2(=O)=O
→ -2%	-5%	-1%	-1%
> CC(=O)N1CCN(C(=O)c2cc(C)oc2C)CC1
→ 3%	5%	5%	5%
> CCOc1ccc(OCc2ccc(C(=O)NN=Cc3ccc[nH]3)cc2)cc1
→ 5%	4%	-40%	17%
> C[C@H](CO)N1C[C@H](C)[C@@H](CN(C)C(=O)Nc2ccccc2)Oc2c(NC(=O)C3CCCCC3)cccc2C1=O
→ -2%	2%	0%	6%
> C[C@@H](CN1CCC[C@H]1CN1C(N)=NC[C@@H]1Cc1ccccc1)N1C[C@@H](Cc2ccccc2)N(CCc2ccc(Cl)c(Cl)c2)C1=N
→ -1%	-12%	13%	1%
> Cc1onc(-c2ccccc2)c1C(=O)OCC(=O)N(C)c1ccccc1
→ -2%	6%	-25%	1%
> O=C(NC(=S)NCc1ccc(Cl)cc1)c1ccco1
→ -4%	1%	4%	0%
> Cc1nn(CC(=O)NC2(C)CCS(=O)(=O)C2)c(C)c1S(=O)(=O)N(C)C (configuration not stated)
→ 3%	10%	0%	4%
> C[C@]12c3[nH]c4ccc(Cl)cc4c3CCN1C(=O)[C@@H](CC(=O)NCC13CC4CC(CC(C4)C1)C3)C[C@@H]2C(=O)N1CCOCC1
→ -1%	?	-72%	-5%
> C[C@@H](C(=O)Nc1ccc(SC(F)F)cc1)N1C(=O)C2CCCCC2C1=O (some centres not stated)
→ 15%	-1%	21%	4%
> CC1CN(C(=O)COC(=O)Cc2c(Cl)cccc2Cl)CC(C)O1 (configuration not stated)
→ -5%	-1%	20%	0%
> O=C(Nc1ccc(Br)cc1)c1cc(-c2ccncc2)nc2ccccc12
→ -6%	-11%	-61%	-2%
> CN(CC(=O)Nc1ccc(F)c(F)c1F)C(=O)c1ccc(N2CCCC2=O)cc1
→ 1%	1%	-22%	3%
> CC(C)N(C(=O)[C@H]1C[C@H](CC(=O)NCCN2CCOCC2)C(=O)N2CCc3c([nH]c4cc(-c5ccco5)ccc34)[C@]12C)C(C)C
→ 0%	0%	0%	-1%
> O=S(=O)(Nc1cc(S(=O)(=O)N2CCOCC2)ccc1Cl)c1ccccc1
→ -2%	0%	-16%	2%
> C=C[C@](C)(CC[C@@]1(C)C(C)CC(OC2OC(C)C(OC3OC(COC(C)=O)C(O)C(O)C3O)C(O)C2O)[C@@]2(C)C(C)=CCCC12)OC1OC(C)C(O[C@@H]2O[C@@H](C)C(O)C(O)[C@H]2O)C(O)C1O (some centres not stated)
→ -5%	36%[activator]	5%	1%
> CCc1nc2ccccc2n1CC(=O)NC1CCS(=O)(=O)C1 (configuration not stated)
→ 0%	-2%	-5%	-1%
> Cc1oc(-c2cccs2)nc1CNC[C@H]1O[C@@H](n2cnc3c(N)ncnc32)[C@H](O)[C@@H]1O
→ 2%	12%	-31%	4%

(continued)
Compound	p53 reactivator	uPA surface inh	BRCA1 expr up	ELG1 genotoxic
COc1cc(/C=C/C(=O)OCC(=O)N(C)Cc2ccccc2)cc(OC)c1OC	-2%	2%	-33%	7%
CC1CC(C)CN(C(=O)COc2cccnc2[N+](=O)[O-])C1 (configuration not stated)	1%	2%	-20%	-2%
O=C(CSc1n[nH]c(=O)n1C1CC1)Nc1ccc(Cl)cc1Cl	0%	-16%	2%	0%
CN=C(Nc1cccc(S(=O)(=O)N2CCOCC2)c1)c1ccccc1	-9%	1%	-1%	0%
Cc1cccc(C)c1NC(=O)COC(=O)/C=C/c1ccc(S(=O)(=O)N2CCOCC2)cc1	-2%	-2%	-1%	0%
CSCCC(NC(=O)c1cccc(C)c1)C(=O)NCc1cccs1 (configuration not stated)	0%	-6%	-19%	1%
C[C@H](CO)N1C[C@H](C)[C@@H](CN(C)C(=O)Nc2ccc(C(F)(F)F)cc2)Oc2c(NC(=O)c3ccncc3)cccc2C1=O	-3%	18%	0%	2%
CCN(Cc1ccccc1)C(=O)COC(=O)[C@@H]1CCCN1C(=O)c1cccs1	10%	0%	1%	0%
Cc1ccc(S(=O)(=O)/N=C(/Nc2nc(C)cs2)c2ccccc2)cc1	2%	6%	2%	3%
COc1cc2c(C#Cc3cccnc3)c(-c3ccsc3)oc(=O)c2cc1OC	-2%	-5%	0%	-1%

Full records from above. Order of values: p53 reactivator	uPA surface inh	BRCA1 expr up	ELG1 genotoxic
Shown for COc1cc(/C=C/C(=O)OCC(=O)N(C)Cc2ccccc2)cc(OC)c1OC → -2%	2%	-33%	7%
Shown for CCN(Cc1ccccc1)C(=O)COC(=O)[C@@H]1CCCN1C(=O)c1cccs1 → 10%	0%	1%	0%
Shown for CN=C(Nc1cccc(S(=O)(=O)N2CCOCC2)c1)c1ccccc1 → -9%	1%	-1%	0%
Shown for C[C@H](CO)N1C[C@H](C)[C@@H](CN(C)C(=O)Nc2ccc(C(F)(F)F)cc2)Oc2c(NC(=O)c3ccncc3)cccc2C1=O → -3%	18%	0%	2%
Shown for CC1CC(C)CN(C(=O)COc2cccnc2[N+](=O)[O-])C1 (configuration not stated) → 1%	2%	-20%	-2%

Next section
Compound	p53 reactivator	uPA surface inh	BRCA1 expr up	ELG1 genotoxic
NS(=O)(=O)c1ccc(NNC(=O)c2ccc(Br)o2)c([N+](=O)[O-])c1	-17%	-3%	5%	5%
COc1ccc(/C=C/C(=O)Nc2ccccc2F)cc1S(=O)(=O)N1CCOCC1	4%	-6%	4%	-3%
O=C(O)C(Cc1ccccc1)N=C(NS(=O)(=O)c1ccccc1)c1ccccc1 (configuration not stated)	-7%	4%	-8%	1%
C[C@H](CO)N1C[C@H](C)[C@@H](CN(C)C(=O)Nc2ccccc2)Oc2c(NS(=O)(=O)c3cn(C)cn3)cccc2C1=O	-1%	-22%	27%	2%
C=CCC[C@H](Cc1ccc(F)cc1)C(=O)OC[C@H](Cc1c[nH]c2ccccc12)NC(=O)[C@H](CC=C)CC(=O)N[C@H](CO)Cc1ccccc1	3%	6%	0%	4%
Cc1ccc(S(=O)(=O)N2CCOCC2)cc1NC(=O)COC(=O)CCc1c[nH]c2ccccc12	-3%	-26%	5%	0%

From PubChem
